Tau fibril ThT: blocks human tau fibril formation measured by thioflavin T. P10636. Potency, µM (series often up to 57.4 µM), for inactives: top-dose activity, negative = inhibition, most hits filed as inhibitors. 2.1% of 270,000 active. recombinant tau K18 P301L, heparin-induced fibrillization, ThT fluorescence; further: nearly all actives have a fitted effect of over 55% in size
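Fibril formation assay: tau K18 P301L at 15 uM with trace Alexa 594 label, heparin inducer 20 uM, pH 7 sodium acetate buffer, 37 C for 6 hr; endpoint ThT signal.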
TR SRC2 fluor cs: alters Texas Red total fluorescence, flagging assay interference; TRb/SRC2 Texas Red total fluorescence interference; Potency, µM (series often up to 106 µM), inactives show at the highest dose fluorescence change, negative = quenching; 0.29% of 280,000 active; AID 1479; active means well fitted curve in either direction with a large enough effect; inconclusive means small, poorly fitted or top-dose-only effect
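Human TRb ligand-binding domain at 0.6 uM with 20 nM Texas Red SRC2 peptide in Tris buffer containing 1 uM T3 and 5% DMSO, incubated with compound 5 h at ambient temperature. Total fluorescence (555/632 nm) calculated as parallel + 2 × perpendicular.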
Tau FP inhib: blocks human tau fibril formation measured by polarization. 0.39% of 280,000 active. Potency, µM (top dose mostly 57.7 µM), for the others: at the highest dose activity, negative = inhibition, usual class: inhibitors. K18 P301L tau heparin fibrillization, Alexa594 FP, 6 h; further: nearly all actives have a fitted effect of over 55% in size
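Read-out: fluorescence polarization of Alexa 594-labeled tau (0.24 uM), 555 nm excitation, 632 nm emission. Mixtures held 15 uM unlabeled K18 P301L, compound and 20 uM heparin, pH 7 acetate buffer, incubated 6 hr at 37 C.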
KDM4E inh: blocks human JMJD2E demethylase activity; JMJD2E catalytic domain, FDH-coupled NADH fluorescence (FDH is formaldehyde dehydrogenase); Potency, µM (highest dose often 57.1 µM), for the others: top-dose activity change, negative = inhibition, actives largely listed as inhibitors; 1.6% of 230,000 active; active means well fitted inhibition curve with a large enough effect, not every such curve was filed as active; inconclusive means small, poorly fitted or top-dose-only effect, or another doubt; inactive means no such curve, though single readings can be large or run the other way;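 further: 0% = wells with enzyme and -100% = buffer wells without enzyme; nearly all actives have a fitted effect of over 50% in size; many of its hits are not listed in these tables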
RECQ1 helicase: RECQ1 (human) helicase inhibition; P46063; RECQ1 DNA unwinding, red fluorescence kinetic read; Potency, µM (series often up to 57.3 µM), inactives show at the top dose activity, negative = inhibition, most hits filed as inhibitors; 0.54% of 240,000 active; AID 2549;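 further: plate controls were vehicle for no effect and no enzyme for full effect; nearly all actives have a fitted effect of over 30% in size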
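RECQ1T1 50 nM; forked duplex (20 bp + 30-nt ss tails) 200 nM, ATP 2 mM final; pH 8.0, 2 mM MgCl2, 2.5 ug/ml poly(dI-dC); 15 min compound preincubation; discontinuous kinetic read over 2 h at RT.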
L3MBTL1 inh: L3MBTL1 (human) inhibition | Potency, µM (titrated, usually from 57.1 µM), for inactives: at the top dose activity, negative = inhibition, actives largely listed as inhibitors | AID 485360 | 0.66% of 230,000 active | Q9Y468 | AlphaScreen L3MBTL1–H3K9me1 peptide binding; further: nearly all actives have a fitted effect of over 60% in size
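First, the protein-peptide complex forms for 30 min at room temperature (L3MBTL1 50 nM, biotinylated H3K9me1 peptide 75 nM). Next, compounds are pin-transferred and incubated 30 min. Finally, AlphaScreen beads are added and read after 30 min.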
TRb SRC2 PPI: inhibitors of human thyroid hormone receptor beta-SRC2 interaction | P10828 | TRbeta-SRC2 peptide binding, fluorescence polarization; receptor liganded with 1 µM T3 | Potency, µM (doses to about 106 µM), for inactives: at the top dose activity change, negative = inhibition, hits mostly inhibitors | 0.065% of 280,000 active | AID 1469;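 further: plate controls were bound peptide for no effect and peptide without receptor for full effect; nearly all actives have a fitted effect of over 50% in size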
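Assay buffer: 20 mM Tris-HCl, 100 mM NaCl, 10% glycerol, 1 mM EDTA, 0.01% NP-40, 1 mM DTT, 1 uM T3, 5% DMSO; TRb LBD 0.6 uM, Texas Red SRC2 20 nM; FP after 5 hr.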
GoLoco inh red: inhibitors of human Gai1-RGS12 GoLoco interaction (red fluorophore). 0.44% of 230,000 active. Gai1:RGS12 GoLoco peptide FP, rhodamine, 10 min. Potency, µM (doses to about 61.6 µM), for inactives: at the top dose activity, negative = inhibition, hits mostly inhibitors; active means well fitted inhibition curve with a large enough effect, not every such curve was filed as active; inactive means no such curve, though single readings can be large or run the other way; further: nearly all actives have a fitted effect of over 30% in size; many of its hits are not listed in these tables
Starred values were filed as active, the others as inactive; i = inactive; ? = inconclusive; / = no result given; & = joins results of further samples; [ ] = dose if it differs, or a comment. Unless noted, the call rests on the fitted dose curve; in most records, active means well fitted curve in the direction sought with a large enough effect; inconclusive means small, poorly fitted or top-dose-only effect, or another doubt; inactive means no such curve, though single readings can be large; an effect the other way counts as inactive or inconclusive. Unless noted, on the % scale 0 is the no-effect control and ±100 the full control effect; potency means the concentration at half of the fitted maximal effect. This is a subset, so the mix of outcomes need not match the whole.

Results follow in this order: Tau fibril ThT | TR SRC2 fluor cs | Tau FP inhib | KDM4E inh | RECQ1 helicase | L3MBTL1 inh | TRb SRC2 PPI | GoLoco inh red
> COc1ccc(N=C2SC(C(=O)O)CC(=O)N2Cc2ccc(OC)c(OC)c2)cc1 (stereo unspecified)
 : -4% | 0% | 0% | 15% | 2% | -3% | 7% | 3%
> COC(=O)c1c(NC(=O)C2SC(=NC3CCCCC3)C(C(N)=O)=C2N)sc2c1CCCC2 (stereo unspecified)
 : ? | -1% | ? | ? | -11% | -1% | -4% | -13%
> O=C(CCC(=O)OCc1ccc(Br)cc1)Nc1ccccc1
 : 7% | -1%[53 µM] | -7% | 12% | 0% | 11% | 1%[53 µM] | 0%
> Cc1ccc(C2C3=C(CC(C)(C)CC3=O)Nc3n[nH]c(C)c32)cc1 (stereo unspecified)
 : -1% | -4% | 5% | ? | i | 3% | -2% | 8%
> CCOC(=O)CNC(=O)CSc1cn(CC(=O)N2CCCCCC2)c2ccccc12
 : -14% | -2% | -10% | / | / | / | -9% | /
> O=C(O)CCC(NC(=S)Nc1ccccc1)C(=O)O (stereo unspecified)
 : -12% | 1% | 0% | 5% | -2% | -4% | -9% | -28%
> CC(C)c1ccccc1NC(=O)COC(=O)Cc1cccc(C(F)(F)F)c1
 : -6% | -2% | -2% | 7% | -1% | 11% | 9% | 12%
> CCOC(=O)c1c(NC(=O)CSc2nnnn2C)sc(C)c1C
 : -18% | 1% | 14% | 4% | -13% | -8% | -5% | 7%
> Cc1ccc(C)c(N2CCN(CCCNC(=O)c3ccc4nc(N5CCCCC5)sc4c3)CC2)c1
 : ? | 0% | -8% | / | / | / | 7% | /
> Cc1ccc(-n2sc3ccccc3c2=O)cc1S(=O)(=O)N1CCCCC1
 : 16µM* | -3% | 32µM* | 11µM* | -12% | -16% | 0% | 28µM*
> COc1ccc(Cl)cc1C1CC(=O)Nc2cc3c(cc21)OCCO3 (stereo unspecified)
 : -11% | -1% | 3% | / | / | / | -8% | /
> Cc1cc(-c2nn(-c3ccccc3F)cc2CN2CCN(c3ccccn3)CC2)c(C)s1
 : -9% | -6% | 2% | ? | -7% | -27% | -5% | -5%
> O=c1[nH]c2ccccc2c(O)c1-c1cc2ccccc2oc1=O
 : 3% | -2% | 3% | 0% | i | 11% | 7% | 3%
> COc1ccccc1N1CCN(CC(=O)c2ccc3ccn(C(C)=O)c3c2)CC1
 : ? | 1% | 1% | ? | -9% | / | -3% | 10%
> COc1ccc2nc(SCC(=O)NCc3ccc4c(c3)OCO4)[nH]c2c1
 : -15% | -1% | 3% | 3% | -1% | -9% | 9% | 5%
> CCOc1ccccc1NC(=S)NCCc1ccc(F)cc1
 : -2% | -5% | -8% | -12% | i | -3% | -7% | 13%
> O=c1[nH]cnc(O)c1C(c1ccc(Br)cc1)c1c(O)nc[nH]c1=O
 : -4% | 0% | -3% | 1% | -4% | -18% | 4% | 2%
> COc1cc(S(=O)(=O)N2CCCC2)c(C)cc1C
 : -7% | -1% | 3% | 2% | -10% | 24% | -1% | 11%
> O=C(O)C1CCN1C1CCCCC1 (stereo unspecified)
 : -4% | 1% | -3% | 3% | -5% | -8% | 6% | 1%
> CCc1ccc(NC(=O)c2cc3c(C)nc4ccccc4c3o2)cc1
 : -1% | -3% | -2% | ? | i | 6% | 4% | 9%
> CCOc1ccc(-c2c(C)nn3c(C)c(C(=O)NCC(C)c4ccccc4)cnc23)cc1OCC (stereo unspecified)
 : ? | -4% | ? | / | / | / | 0% | /
> O=C(COC(=O)c1ccc(Sc2ccccc2)c([N+](=O)[O-])c1)NC1CCCc2ccccc21 (stereo unspecified)
 : -12% | 2% | 8% | 10% | i | / | -22% | -3%
> COc1ccc(NC(=O)C2C3C=CC(O3)C2C(=O)NCc2cccnc2)cc1 (stereo unspecified)
 : -5% | -1% | -5% | 5% | i | -2% | -4% | 6%
> O=C(Nc1ccc(-c2nc3ccccc3s2)c(O)c1)C1=COCCO1
 : ? | 0% | ? | ? | -4% | 14% | -3% | 26%
> OC1(c2cccc(C(F)(F)F)c2)CCN(Cc2nc(-c3cnccn3)no2)CC1
 : 4% | 1% | 9% | 10% | i | -3% | -1% | 4%
> CCNc1nc(N)c(C(=C(C#N)C#N)c2ccccc2)s1
 : -16% | 2% | 4% | ? | i | 14% | 7% | 3%
> CCc1cc2c(cc3c(=O)n(CC(=O)N4CCN(c5ccccn5)CC4)nc(CC)n32)s1
 : -10% | -2% | -3% | 0% | -2% | 8% | -2% | -7%
> CCCc1ccc(O)c(N=Cc2cc(Br)cc(OCC)c2O)c1
 : 14µM* | 0% | -11% | 16µM* | -4% | / | -3% | 168%[activator]
> COC(=O)c1nn(-c2ccc3c(c2)CCN3C(C)=O)cc1O
 : -9% | -1% | 0% | ? | i | 9% | -3% | -3%
> O=C(N/N=C/c1ccccc1[N+](=O)[O-])c1ccc(CN2CCOCC2)cc1
 : -5% | -1% | 5% | -3% | -7% | -1% | 2% | 9%
> CCOC(=O)c1c(-c2ccc(C)cc2)csc1NC(=O)c1cccc(N2C(=O)CCC2=O)c1
 : -5% | -4% | -9% | 5% | -4% | 7% | -4% | -5%
> COc1ccc(OC)c(C(=O)COC(=O)c2ccc(C)o2)c1
 : -7% | -3% | -10% | -13% | i | 0% | -15% | -1%
> CCN(CCO)c1ncnc2c1sc1nc(CC(C)C)c3c(c12)CC(C)(C)OC3
 : ? | -1% | -2% | ? | 2% | 11% | 2% | 5%
> CC(C)CCN(C(=O)CNC(=O)c1cccs1)C(C(=O)NC1CCCC1)c1ccncc1 (stereo unspecified)
 : 3% | 1% | 6% | -7% | -9% | -14% | -3% | -1%
> CC(=O)Nc1ccc(C2Nc3c(C)cc(C)cc3-c3cc(C)nn32)cc1 (stereo unspecified)
 : -13% | 0% | 4% | / | / | / | -2% | /
> CCOc1ccc(CCNC(=O)c2sc3ncccc3c2-n2cccc2)cc1OCC
 : ? | -27% | -6% | / | / | / | 8% | /
> COc1ccc(CN2CCc3c(c(=O)n4ncc(C(=O)N5CCN(c6ccccc6OC)CC5)c4n3C)C2)cc1
 : -9% | 2% | 2% | / | / | / | 5% | /
> Cc1ccc(C)c(NC(=O)CSc2ccc(-c3ccco3)nn2)c1
 : ? | -3% | -10% | 10% | -3% | -1% | 2% | 47%
> COc1ccc(Br)cc1CNC(=O)Cn1ncn2nc(-c3cccs3)cc2c1=O
 : ? | -2% | 7% | / | / | / | 8% | /
> CC(=O)Nc1ccccc1C(=O)C(=O)O
 : -7%&-3% | 0%&-2% | 5%&-1% | 7%&2% | 8%&-1% | 1% | 3%&3% | 2%&1%
> COC(=O)c1ccc(S(=O)(=O)NCCc2ccccc2OC)n1C
 : -9% | -2% | -9% | 3% | -4% | 1% | 1% | -5%
> Cc1nc(N2CCN(c3ccccc3)CC2)nc2c1C(=O)CC(c1ccccc1)C2 (stereo unspecified)
 : -7% | -2% | -1% | -3% | 0% | -5% | -13% | 4%
> CCOc1cc2sc(N3CCC(C(=O)Nc4ccc(C(C)C)cc4)CC3)nc2cc1Br
 : ? | ? | 3% | / | / | / | -1% | /
> C[n+]1cn(/N=C/c2ccccc2)c2ccccc21
 : 6% | -3% | 5% | -1% | -3% | 10% | -9% | -30%
> Cc1cc(SCC(=O)N/N=C/c2ccc(O)cc2O)c(C)cc1Br
 : ? | 4% | -7% | ? | -9% | / | 2% | 15%
> Cc1cccc(OC(C)C(=O)Nc2ncn[nH]2)c1 (stereo unspecified)
 : 1% | -19% | 0% | / | / | / | -2% | /
> Cc1c(CNC2CCCCCC2)c(C(=O)O)c(C)n1Cc1c(F)cccc1Cl
 : 0% | 0% | -14% | / | / | / | 8% | /
> Cc1noc(C)c1C(=O)N1CCC(Cc2ccccc2)CC1
 : -7% | -3% | 8% | -5% | i | 2% | 5% | 1%
> CCCCCOc1ccc(NC(=O)CCCC(=O)O)cc1
 : -6% | -2% | 5% | -7% | -1% | ? | -10% | 1%
> O=c1cc(O)c2c(=O)n(-c3ccccc3)c3ccccc3c2o1
 : -2% | 1% | 8% | 7% | -9% | -20% | -2% | 45%[activator]

(list continues)
Results follow in this order: Tau fibril ThT | TR SRC2 fluor cs | Tau FP inhib | KDM4E inh | RECQ1 helicase | L3MBTL1 inh | TRb SRC2 PPI | GoLoco inh red
> CC(C)CN(C(=O)CN1CCN(c2ccc(F)cc2)CC1)c1c(N)n(CC(C)C)c(=O)[nH]c1=O
 : -3% | ? | -2% | -14% | -11% | 3% | -6% | 7%
> Cc1ccc(-c2nc(Cn3c(=O)cc(-c4ccccc4)c4c(C)nn(C)c43)c(C)o2)cc1
 : 4% | 0% | -1% | / | / | / | 7% | /
> COc1ccc2nc(SCC(O)c3cccc(Br)c3)[nH]c2c1 (stereo unspecified)
 : -14% | -2% | 11% | / | / | / | -7% | /
> OCC1(Cc2ccccc2)CCCN(C2CCCC2)C1 (stereo unspecified)
 : -6% | -1% | -5% | 9% | -6% | 4% | 5% | 8%
> Cc1nc(N)sc1N=Nc1ccc(Br)cc1
 : 4µM* | -10% | 8% | 0% | -9% | / | -3% | -1%
> C/C(=N\Nc1ccccc1Cl)c1ccc(-n2ccnc2)cc1
 : ? | -1% | -4% | ? | i | -25% | 2% | 9%
> CC(=O)c1nc(N2C(=O)C3CC=C(C)CC3C2=O)sc1C (stereo unspecified)
 : 0% | -2% | 1% | 2% | -1% | -4% | -3% | 12%
> Cc1nc2ccccc2n1C1CC(=O)N(Cc2ccccc2)C1=O (stereo unspecified)
 : -11% | 0% | -1% | 8% | -5% | / | -14% | 6%
> Cc1c(Cl)cccc1NC(=O)N1CCC(CN2CCOCC2)CC1
 : 10% | 5% | 4% | / | / | / | -1% | /
> C=CCc1ccc(OCCCOc2ccc(C(=O)O)cc2)c(OC)c1
 : -3% | -1% | 6% | 1% | i | 6% | -12% | 4%
> O=C(NC(CO)C(O)c1ccc([N+](=O)[O-])cc1)C(Cl)Cl (stereo unspecified)
 : -9%&11% | 0%&0% | -3%&-3% | 2%&1% | 16% | 28% | -1%&4% | -9%&8%
> CCCCOC(=O)C1CCCC(C(=O)OCCCC)N1 (stereo unspecified)
 : -9% | 0% | -4% | 8% | -5% | 6% | -12% | 5%
> S=C(Cc1ccc(Cl)cc1)N1CCOCC1
 : -9% | -2% | -10% | 1% | -3% | / | 5% | 7%

Bioassay records (PubChem BioAssay)
